Screens: PubChem BioAssay, National Center for Advancing Translational Sciences (NCATS)
ERG Ets-DNA blk: blocks human ERG Ets domain binding to DNA. Potency, µM (series often up to 76.9 µM), inactives show at the top dose FP activity, negative = inhibition, most hits filed as inhibitors. AID 624246. P11308. actives 0.028% (n = 370,000). fluorescence polarization, His-ERG Ets domain / labelled DNA; active means well fitted inhibition curve with a large enough effect in the polarisation, with a control signal flat; inconclusive means small, poorly fitted or top-dose-only effect, or effect the other way, or a change in a side signal; inactive means no such curve, though single readings can be large or run the other way; the % refers to the polarisation;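 further: polarization taken with two DNA probes labelled with fluorescein and Texas red; % of control where 0% means no effect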
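His-tagged ERG Ets domain (1 uM in the protein solution; 300mM KCl, 50mM Tris-HCl, 1mM EDTA, 1mM DTT, pH 7.5) received compound, then a probe mix of 5 nM fluorescein-DNA and 100nM Texas-615-DNA. Fluorescence polarization was read for both dyes.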
RGS4 inhibitor: blocks human RGS4-accelerated GTP hydrolysis. Transcreener GDP fluorescence polarization, RGS4-accelerated GTP hydrolysis. Potency, µM (titrated, usually from 114 µM), for inactives: at the top dose activity change, negative = inhibition, usual class: inhibitors. actives 0.039% (n = 390,000); further: on the % scale 0 is the no-effect control and ±100 the full control effect; nearly all actives have a fitted effect of over 75% in size; some results filed as inactive show a strong effect at the top dose
Target sequence (P49798 whole entry, looked up): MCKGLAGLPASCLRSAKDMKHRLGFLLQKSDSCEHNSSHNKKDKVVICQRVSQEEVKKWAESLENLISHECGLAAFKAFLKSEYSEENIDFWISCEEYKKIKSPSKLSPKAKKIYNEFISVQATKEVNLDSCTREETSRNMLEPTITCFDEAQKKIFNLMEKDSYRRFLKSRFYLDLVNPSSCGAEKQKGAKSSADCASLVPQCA
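MLSMR compounds (23 nl, pin-transferred) preincubated 10 min at room temperature with a 500nM (2x) first reagent, then RGS4 at 900nM (2x) plus Transcreener GDP mix added; fluorescence polarization (620/688 nm) read before and after 90 min at 30 °C.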
Pin1 inhibitor: human Pin1 inhibition | Potency, µM (titrated, usually from 115 µM), for the others: top-dose activity, negative = inhibition, hits mostly inhibitors | Pin1 FP peptide displacement, HiFluor488, 10 min | actives 0.009% (n = 390,000) | Q13526 | AID 504891; active means well fitted inhibition curve with a large enough effect in the polarisation, with a control signal flat, not every such curve was filed as active; inconclusive means small, poorly fitted or top-dose-only effect, or effect the other way, or a change in a side signal; inactive means no such curve, though single readings can be large or run the other way; the % refers to the polarisation; further: on the % scale 0 is the no-effect control and ±100 the full control effect
Target sequence (Q13526 whole entry, looked up): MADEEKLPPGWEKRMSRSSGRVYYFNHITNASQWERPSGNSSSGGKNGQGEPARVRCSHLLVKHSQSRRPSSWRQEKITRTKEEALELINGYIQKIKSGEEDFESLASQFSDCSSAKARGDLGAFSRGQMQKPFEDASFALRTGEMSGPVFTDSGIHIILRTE
12-LOX inh: blocks human arachidonate 12S-lipoxygenase; P18054; purified 12hLO, xylenol orange hydroperoxide absorbance; Potency, µM (highest dose often 108 µM), without a hit: top-dose activity change, negative = inhibition, actives largely listed as inhibitors; actives 1.1% (n = 580,000); AID 1671190; further: on the % scale 0 is the no-effect control and ±100 the full control effect
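Purified human 12hLO at 150 nM in 25 mM Hepes, 0.01% Triton X-100, pH 7.0, preincubated 15 min at room temperature with compound. Reaction started with 40 uM arachidonic acid, 30 min at room temperature. Hydroperoxide measured by Fe-xylenol orange, 573/405 nm absorbance ratio.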
HP1b binding inh: inhibitors of HP1-beta chromodomain binding to methylated histone tails. AlphaScreen HP1-beta / biotin-H3K9me3 peptide binding. actives 0.56% (n = 390,000). Potency, µM (highest dose often 114 µM), inactives show at the highest dose activity change, negative = inhibition, actives largely listed as inhibitors; further: nearly all actives have a fitted effect of over 70% in size; inactives centre near 23
Target sequence (P83916 whole entry, looked up): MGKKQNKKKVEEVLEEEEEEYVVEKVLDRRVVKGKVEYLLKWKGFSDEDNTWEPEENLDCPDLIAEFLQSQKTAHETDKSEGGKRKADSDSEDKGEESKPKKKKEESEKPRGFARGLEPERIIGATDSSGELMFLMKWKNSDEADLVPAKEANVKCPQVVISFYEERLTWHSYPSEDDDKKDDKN
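HP1-beta protein (50 nM final) preincubated 30 min at room temperature with biotinylated H3(1-18)K9me3 peptide (50 nM) in PBS pH 7.4, 0.01% Tween-20, then compound added for 30 min. AlphaScreen streptavidin donor/nickel chelate acceptor beads (10 ug/mL final), 30 min dark, luminescence read.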
JMJD2A Tudor: JMJD2A Tudor domain (human) inhibition. O75164. AlphaScreen JMJD2A-Tudor / H3K4me3 peptide binding. Potency, µM (series often up to 114 µM), for inactives: at the highest dose activity change, negative = inhibition, most hits filed as inhibitors. actives 4.4% (n = 390,000); further: on the % scale 0 is the no-effect control and ±100 the full control effect; nearly all actives have a fitted effect of over 50% in size
GLS inh: inhibitors of human glutaminase (GLS); O94925; GLS enzymatic activity, qHTS titration; Potency, µM (highest dose often 45.5 µM), for inactives: top-dose activity change, negative = inhibition, hits mostly inhibitors; actives 0.21% (n = 410,000); further: on the % scale 0 is the no-effect control and ±100 the full control effect
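Assay buffer: 45 mM KH2PO4 pH 8.2, 0.02% Tween-20. hKGA acts on L-glutamine (1 mM solution added); product glutamate is reported by an oxidase/peroxidase Amplex Red coupling, with fluorescence taken at baseline and 30 min.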
rTrxR1 inhibitor: blocks rat thioredoxin reductase 1 | recombinant rTrxR1, NADPH fluorescence consumption, selenite substrate | Potency, µM (series often up to 114 µM), for inactives: at the top dose activity change, negative = inhibition, most hits filed as inhibitors | actives 1% (n = 390,000); further: on the % scale 0 is the no-effect control and ±100 the full control effect; nearly all actives have a fitted effect of over 65% in size
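Rat TrxR1 (90 nM in the dispensed reagent) was pre-reduced with 400 uM NADPH for 5 min at room temperature, then incubated with compound for 15 min. After 400 uM selenite was added, NADPH fluorescence (Ex 340/Em 450 nm) was followed for 8 min.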
Tb PGK inh: blocks T. brucei phosphoglycerate kinase | AID 602233 | PGK/GAPDH coupled, Kinase-Glo luminescence, 60 min | actives 0.043% (n = 380,000) | Potency, µM (doses to about 57.5 µM), without a hit: at the top dose activity change, negative = inhibition, actives largely listed as inhibitors | P07378; further: on the % scale 0 is the no-effect control and ±100 the full control effect; nearly all actives have a fitted effect of over 60% in size
Target sequence (P07378 whole entry, looked up): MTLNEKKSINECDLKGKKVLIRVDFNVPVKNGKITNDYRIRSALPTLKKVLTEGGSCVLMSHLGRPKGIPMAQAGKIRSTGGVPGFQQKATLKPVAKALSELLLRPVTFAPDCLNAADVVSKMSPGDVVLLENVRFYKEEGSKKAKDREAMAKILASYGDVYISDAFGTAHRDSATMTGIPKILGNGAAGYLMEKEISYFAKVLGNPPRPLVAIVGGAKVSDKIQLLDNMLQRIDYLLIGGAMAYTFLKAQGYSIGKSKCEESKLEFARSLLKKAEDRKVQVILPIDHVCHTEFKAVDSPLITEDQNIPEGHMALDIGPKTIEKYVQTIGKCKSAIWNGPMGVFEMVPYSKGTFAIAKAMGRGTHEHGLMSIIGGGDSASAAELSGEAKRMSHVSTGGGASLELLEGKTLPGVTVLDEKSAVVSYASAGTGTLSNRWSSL
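Luminescent ATP detection (Kinase-Glo Plus) follows a 60-minute room-temperature incubation, with wells lacking PGK as controls. Buffer: 100 mM TEA (pH 7.6), 5 mM MgCl2, 0.01% Tween-20. Coupling enzyme GAPDH (100 nM final) supplies unstable 1,3-BPG in-well.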
An asterisk follows results filed as active; i = inactive; ? = inconclusive; · = no result given; & = joins results of further samples; [ ] = another dose, or the depositor's remark. Unless noted, the call rests on the fitted dose curve; in most records, active means well fitted curve in the direction sought with a large enough effect; inconclusive means small, poorly fitted or top-dose-only effect, or another doubt; inactive means no such curve, though single readings can be large; an effect the other way counts as inactive or inconclusive. Potency means the concentration at half of the fitted maximal effect. The list is partial (hit frequency here may not be typical).

SMILES	ERG Ets-DNA blk	RGS4 inhibitor	Pin1 inhibitor	12-LOX inh	HP1b binding inh	JMJD2A Tudor	GLS inh	rTrxR1 inhibitor	Tb PGK inh
O=C1/C(=C\c2ccc(O)cc2)SC(=S)N1/N=C/c1ccc(O)cc1	140%[activator]	-28%	163%[activator]	-14%	-8%	-32%	8%	7%	-14%
COCc1cc(C)nc(N2CCOCC2)c1C#N	63%[activator]	-1%	?	13%[57.4 µM]	26%	-9%	1%	13%	6%
Cc1cc(C(=O)N/N=C/c2cccc([N+](=O)[O-])c2)c(C)o1	-2%	-5%	0%	24%	31%	-18%	0%	23%	-2%
O=C(NCCOc1ccccc1)C1Nc2ccc(OC(F)(F)F)cc2C2C=CCC12 (stereo unspecified)	-9%	10%	-4%	-16%	23%	-18%	-3%	15%	-3%
Cc1cc(C)c2nc(N3C(=O)C(O)=C(C(=O)c4ccco4)C3c3ccc(O)cc3)sc2c1 (stereo unspecified)	-2%	?	?	25µM*	-8%	?	7%	-20%	-3%
O=C(O)/C(=C\c1cccc(O)c1)c1ccc(S(=O)(=O)N2CCCC2)s1	-1%	-2%	5%	392%[activator]	23%	-20%	28%	7%	-3%
CC(C)(C)C1CCc2oc3ccc(NS(=O)(=O)c4ccc(C(=O)O)cc4)cc3c2C1 (stereo unspecified)	7%	-26%	·	?	-10%	?	5%	15%	-18%
CCCCn1c(N)c(N(CC(C)C)C(=O)COC(=O)c2ccccc2NCCO)c(=O)[nH]c1=O	6%	1%	3%	?	24%	2%	4%	-22%	8%
CNC[C@@H](CC1CCCCC1)NC[C@H](CC(C)C)NCCc1cccc(C(F)(F)F)c1	-3%	5%	0%	-29%	23%	?	10%	14%	i
COc1ccc(S(=O)(=O)N2CCN(Cc3nc4ccc(C)cc4o3)CC2)cc1	3%	17%	-7%	-28%	15%	-11%	0%	4%[57.1 µM]	6%

A stretch from the list above, as a working copy:
SMILES	ERG Ets-DNA blk	RGS4 inhibitor	Pin1 inhibitor	12-LOX inh	HP1b binding inh	JMJD2A Tudor	GLS inh	rTrxR1 inhibitor	Tb PGK inh
CCCCn1c(N)c(N(CC(C)C)C(=O)COC(=O)c2ccccc2NCCO)c(=O)[nH]c1=O	6%	1%	3%	?	24%	2%	4%	-22%	8%
CNC[C@@H](CC1CCCCC1)NC[C@H](CC(C)C)NCCc1cccc(C(F)(F)F)c1	-3%	5%	0%	-29%	23%	?	10%	14%	i
COc1ccc(S(=O)(=O)N2CCN(Cc3nc4ccc(C)cc4o3)CC2)cc1	3%	17%	-7%	-28%	15%	-11%	0%	4%[57.1 µM]	6%

Remaining list, next part.
SMILES	ERG Ets-DNA blk	RGS4 inhibitor	Pin1 inhibitor	12-LOX inh	HP1b binding inh	JMJD2A Tudor	GLS inh	rTrxR1 inhibitor	Tb PGK inh
CCOC(=O)C(C)(C)N(Cc1ccccc1C)S(=O)(=O)c1ccc(Cl)c([N+](=O)[O-])c1	15%	-24%	-4%	-2%	-9%	-23%	-1%	-9%	-4%
Oc1[nH]c2ccccc2c1N=Nc1ccccc1Cl	-15%	-17%	?	4%	32%	-8%	0%	0%[11.4 µM]	-8%
Cc1nc(Cl)c2c(n1)N(CC(N)=O)C(=O)CO2	8%	9%	2%	12%	32%	-12%	2%	12%	-1%
Cc1ccc(NC(=O)CC2OC(=O)c3ccccc32)cc1S(=O)(=O)N1CCOCC1 (stereo unspecified)	-8%	17%	7%	-8%	31%[activator]	-9%	4%	14%	2%
O=C(COC(=O)c1c(Cl)cccc1Cl)NC1CCCCC1	4%	3%	-12%	-10%	34%	-3%	4%	-11%	-2%
CCOC(=O)c1ccc(NC(=O)CSc2cc(-c3ccccc3)nc(C)n2)cc1	0%	19%	29%	-3%	35%[activator]	-13%	6%	4%	i
Cn1c(CCNC(=O)c2ccco2)nc2cc(NS(=O)(=O)c3ccc(Cl)cc3)ccc21	-2%	-4%	-3%	0%	34%	-4%	7%	12%	2%
Cc1cc(C)c(S(=O)(=O)N/N=C/c2ccc([N+](=O)[O-])o2)c(C)c1	3%	-23%	-1%	?	55%[activator]	-19%	-2%	13µM*	-7%
Cn1c(SCc2nc3ccccc3s2)nnc1-c1ccc2c(c1)OCO2	0%	-54%	30%[activator]	?	?	32µM*	1%	8%	i
O=C(CSc1ncnc2scc(-c3ccccc3)c12)N1CCN(Cc2ccc3c(c2)OCO3)CC1	31%[activator]	?	46%[activator]	5%	?	?	-6%	-32%	-3%
O=C(O)c1ccccc1N=Nc1ccc(O)cc1	-8%	-36%	?	-7%	23%	?	44%[activator]	?	-4%
CCOC(=O)[C@H]1[C@H]2COc3ccc(OC)cc3[C@@H]2N2C(=O)[C@H](C)NC(=O)[C@@]12C	5%	8%	-11%	?	14%	-27%	-1%	23%	-6%
O=C(C1=C[C@@H]2[C@H]3C(=O)N(c4ccc(Cl)cc4)C(=O)[C@H]3[C@@H](C(=O)c3ccc(Cl)cc3)N2C=C1)c1ccccc1	25%	5%	17%	?	29%	-23%	-2%	?	2%
COc1ccc(-c2noc(-c3ccoc3C)n2)cc1OC	-8%	-16%	2%	41%	29%	-4%	-4%	16%	-3%
Cc1ccc(C(=O)Nc2cccc(C(=O)OCc3cc(=O)n4nc(C5CC5)sc4n3)c2)cc1	-3%	9%	2%	-4%	6%	-25%	2%	5%[57.1 µM]	-6%
O=C(CSc1nc2ccccc2nc1Cc1ccc(Cl)cc1)N1CCN(c2ccccc2F)CC1	-6%	-15%	-5%	-10%	31%[57 µM]	-4%	-13%	26%[57.1 µM]	-1%
COc1cccc2c1[C@@H]1CN(CCCCn3c(=O)[nH]c4c(sc5ncc(-c6ccccc6)nc54)c3=O)C[C@@H]1CO2	-4%	?	?	?	-2%	?	11%&15%	?	8%
Cc1ccc(/C(N)=N/OC(=O)/C=C/c2ccccc2)cc1	-14%	-33%	-7%	-7%	62%[activator]	40%[activator]	1%	14%[57.1 µM]	-7%
Cc1[nH]c(=O)[nH]c(=O)c1/C=N/NC(=O)CCCCCNC(=O)OC(C)(C)C	-3%	-9%	-8%	-1%	44%[activator]	10%	-4%	12%	-1%
CCCCc1ccc(N2C(=NC(=O)C3CCCO3)SC3CS(=O)(=O)CC32)cc1 (stereo unspecified)	-3%	7%[11.4 µM]	-4%	-2%	50%[activator]	-5%	-7%	7%	-4%
COc1ccc(Cn2cccc(NC(=O)Nc3ccc(C#N)cc3)c2=O)cc1	1%	-16%	1%	0%	20%	-16%	-6%	4%	-11%
CCn1c(CSc2ncccn2)nnc1SCC(=O)N1c2ccccc2CC1C (stereo unspecified)	-13%	8%	-1%	13%	32%	-3%	-3%	18%	-7%
CN1CCN(c2ccc(NC(=O)c3sc4ccccc4c3Cl)cc2)CC1	-1%	6%	-2%	-28%	21%	-11%	4%	-3%[57.1 µM]	-1%
COc1cccc(-c2onc3ccc(C(C)=O)cc23)c1	9%	-30%	-8%	-6%	67%[activator]	11%	1%	?	i
COCCN(Cc1cc2cc3c(cc2nc1Cl)OCO3)C(=O)Nc1ccc(F)cc1	·	-14%	4%	-1%	25%	-9%	6%	14%	1%
COc1ccc(OC)c(C2=NOC(C(=O)NCC3CCCO3)C2)c1 (stereo unspecified)	-3%	28%	-1%	-8%	7%	-9%	-2%	18%	-8%
O=C(Nc1cc(Cl)ccc1Cl)c1ccco1	-1%	-1%	-2%	4%	35%	3%	-15%	8%[57.1 µM]	-3%
Cc1nc2ncnn2c(C)c1CCC(=O)N1CCN(C(=O)c2ccco2)CC1	-1%	-31%	1%	-9%	14%	-5%	3%	20%	-7%
COc1cc(C(=O)NCCC(C)C)ccc1OCc1ccc(Cl)cc1Cl	-5%	-23%	10%	-21%	33%	1%	7%	-3%	1%
CS(=O)(=O)N(Cc1ccccc1)c1ccc(C(=O)NCCSc2ccccn2)cc1	6%	-29%	-14%	13%	39%[activator]	-1%	-8%	-10%	i
CCOc1ccc(-c2cc(CCCC(=O)NCCc3cc(OC)c(OC)c(OC)c3)no2)cc1	2%	-5%	-9%	-10%	25%	-20%	0%	3%	-11%
Cc1nn(-c2ccccc2)nc1C(=O)NNC(=O)c1ccc(C(F)(F)F)cc1	-3%	13%	-4%	26%	48%[activator]	2%	12%	10%	9%
O=C(N/N=C\c1ccc(-c2ccccc2[N+](=O)[O-])o1)C1COc2ccccc2O1 (stereo unspecified)	0%	-1%	-5%	5%	-29%	?	8%	-2%	-1%
COc1ccc(NC(=O)CCCc2ccccc2)cc1OC	4%	-2%	-9%	9%	11%	-3%	7%	23%	-2%
CN1C(=O)c2cccc3c(S(=O)(=O)NCCc4ccccc4)ccc1c23	4%	-16%	2%	-58%	115%[activator]	53%[activator]	0%	27%	i
Nc1ccc(NC(=S)Nc2ccccc2)cc1	0%	1%	4%	-23%	15%	-27%	5%	-12%[57.1 µM]	-4%
CCc1cccc(NC(=O)c2c(N3CCCC3=O)c3cc(C)ccc3n2C)c1	-2%	3%	?	-14%	24%	-17%	-15%	-3%	-3%
CC(C)[C@@H](CO)N(C)S(=O)(=O)c1ccccc1Br	31%[activator]	7%	-1%	2%	29%	-21%	3%	15%	-5%
O=C(CNC(=O)c1ccc(Br)o1)NCc1ccc2c(c1)OCO2	7%	-23%	5%	0%	38%[activator]	-6%	0%	5%[57.1 µM]	i
